# SRC1 TRFRET art: TR-FRET detection interference compounds, primary screen, artefact control for PPARgamma SRC-1 recruitment agonists, biochemical, TR-FRET emission ratio. TR-FRET detection artefact counter-screen; active compounds read high. TR-FRET ratio at 8 µM. hit rate 0.34% among 99,000. AID 1051, 2008; in the data active = TR-FRET ratio above about 2300; also: inactives centre near 1800
# SRC3 TRFRET art: TR-FRET detection interference compounds, artefact control for PPARgamma SRC-3 recruitment agonists, biochemical, TR-FRET ratio; AID 1048, 2008; TR-FRET ratio at 8 µM; hit rate 0.39% among 99,000; TR-FRET artefact counter-screen, PPARgamma/SRC-3 format; active compounds read high; in the data active = TR-FRET ratio above about 2000; also: inactives centre near 1600
# Numbers without * were called inactive. This is a subset; the hit share may differ from the screen's.
SMILES,SRC1 TRFRET art,SRC3 TRFRET art
O=C(NCc1n[nH]c(=S)n1-c1ccc(F)cc1)c1ccc(S(=O)(=O)N2CCOCC2)cc1,1648,1472
O=C(N/N=C/c1c(-c2ccccc2)[nH]c2ccccc12)c1cccnc1,1765,1535
Cc1ccc2cccc(Oc3ncnc4sc(C)c(C)c34)c2n1,1723,1638
COc1ccc(CNC(=O)C(=O)NCc2cccnc2)cc1,1573,1618
C/C(=N\NC(=O)c1ccc(N(C)C)cc1)c1ccc(C)c(C)c1,2165,1709
COC(=O)c1ccc(C(=O)OC)c(NC(=O)CN2CCCCC2)c1,1712,1578
Cc1ccc(NC(=O)CN2CCc3ccccc3C2)cc1S(=O)(=O)N(C)C,1837,1710
NC(=O)c1ccsc1NC(=O)c1nc(-c2ccccc2)n(-c2ccccc2)n1,1756,1455
Cn1c(NNC(=O)c2ccc(C(C)(C)C)cc2)cc(=O)n(C)c1=O,1958,1705
CN(C)S(=O)(=O)NCCNC(=O)c1cc(OCC(F)(F)F)ccc1OCC(F)(F)F,1808,1608
Clc1ccc(CSc2ccc(-c3ccccn3)nn2)cc1,1766,1584
COc1ccccc1NC(=O)c1ccc(NS(=O)(=O)c2cccc3cccnc23)cc1,1917,1581
COc1ccc(NC(=O)Cc2c(SC)c3ccccc3n2Cc2ccccc2)cc1,1927,1502
COC(=O)CCCCNC(=O)Nc1ccccc1,1999,1612
CN1CCN(NC(=S)NC2CCCCC2)CC1,1963,1714
NC(=O)Cn1nnc(-c2ccc(CN3CCCCC3)cc2)n1,1660,1501
O=C1c2ccccc2C(=O)N1CSc1nnc(Nc2ccccc2)s1,1784,1520
COc1ccc(C(=O)N2CCOCC2)cc1S(=O)(=O)N1CCCc2ccccc21,1699,1690
CCOc1ccc(CCNC(=O)Cn2cccc2C(=O)c2ccccc2)cc1OCC,1565,1531
Cc1ccc(S(=O)(=O)N2CCC(=O)N(C(CO)Cc3ccccc3)CC2)cc1 (centres undefined),1703,1488
O=C(/C=C/c1ccccc1[N+](=O)[O-])NCc1ccncc1,1708,1213
CN(C)S(=O)(=O)c1cccc(NC(=O)COC(=O)C2(c3ccccc3F)CCCC2)c1,1748,1529
O=C(O)c1ccnc(SCC(=O)c2ccccc2)c1,1779,1512
O=C(COC(=O)CNS(=O)(=O)c1ccc2ccccc2c1)Nc1ccc2c(c1)OCO2,2259,1833
COc1ccc(/C=C2/C(=O)OCc3cc(OC)c(OC)cc32)c(OC)c1,1583,1598

# Other compounds follow:
SMILES,SRC1 TRFRET art,SRC3 TRFRET art
O=C(O)c1cccc(N=NN2CCCCCC2)c1,1656,1283
COc1cc(C(=S)N2CCOCC2)ccc1OS(=O)(=O)c1ccc(NC(C)=O)cc1,1570,1427
CC(NC(=S)Nc1ccccc1)C1COc2ccccc2O1 (centres undefined),1840,1677
S=C(NCc1ccc(Cl)cc1Cl)NC1CCCCC1,1466,1402
C/C(N)=C(/C#N)C(=O)CSc1ncnc2ccccc12,1848,1746
COc1cccc(CN2CCN(Cc3ccon3)CC2CCO)c1 (centres undefined),1893,1483
COC(=O)c1cccc(Oc2cccc(C(F)(F)F)c2)n1,1968,1593
C/C(=N\NC(=O)COc1ccc(C(C)(C)C)cc1)c1ccc(N2CCOCC2)cc1,2004,1504
Cn1c(SCC(=O)Nc2ccc3cn[nH]c3c2)nnc1-c1cnccn1,1921,1615
COc1cc(C(=O)N[C@@H](C)C(=O)NCc2ccco2)cc(OC)c1OC,1791,1681
O=C(Nc1cccc(S(=O)(=O)Nc2ccccc2Cl)c1)c1ccc(N2CCCC2)c([N+](=O)[O-])c1,1680,1422
Cc1ccc(NC(=O)c2[nH]cnc2C(=O)NN)cc1,1760,1356
Cc1c(Cl)cccc1Nc1nc(N)nc(CSc2nc3ccccc3s2)n1,2056,1665
Cc1cc(=O)c(C(=O)O)nn1-c1ccccc1,1572,1474
O=C(Nc1cccc(S(=O)(=O)NC2=NCCCCC2)c1)c1cc(-c2ccccc2Cl)nc2ccccc12,2105,1905
COc1ccc(/C=N/N2CCN(C)CC2)c(OC)c1OC,2031,1914
NCc1ccc2[nH]c(=O)[nH]c2c1,1739,1402
Cc1ccc(Cl)c(OCCN2CCCC(C)C2)c1 (centres undefined),1588,1369
O=C(Nc1ncn[nH]1)c1cc(S(=O)(=O)Nc2ccc(Cl)cc2)ccc1Cl,1627,1679
CCOC(=O)c1[nH]c(C)c(CN(C(C)=O)c2ccc(OCC)cc2)c1C,1925,1504
Cc1ccc(N)cc1S(=O)(=O)N(C)C,1726,1644
Cc1ccc2cc(CCNC(=O)c3ccc(C)c([N+](=O)[O-])c3)c(=O)[nH]c2c1,1706,1688
C/C(=N/NC(=O)c1cnccn1)c1ccncc1,2058,1721
COC(=O)[C@@]1(Cc2ccc(F)cc2)[C@H]2c3cc(C(=O)N(C)C)n(CCc4ccccn4)c3C[C@H]2CN1C(=O)c1ccccc1,1826,1715
O=C(COC(=O)CCc1nc2ccccc2s1)Nc1nc(-c2ccccc2)cs1,1749,1416

# More records follow:
SMILES,SRC1 TRFRET art,SRC3 TRFRET art
COCCSc1nnc(NC(=O)c2cc(OC)c(OC)cc2[N+](=O)[O-])s1,1735,1629
CCOc1ccc(NC(=S)N(CCCN2CCCC2)Cc2cccn2Cc2ccc(Cl)cc2)cc1,2049,1538
Fc1ccc2[nH]c3c(Cl)ncnc3c2c1,1759,1734
COc1ccc2c(c1)-c1nc(/N=C/c3ccc(O)cc3)sc1CC2,1697,1802
CN(c1ccccc1)S(=O)(=O)c1cccc(NC(=O)CSc2ncn[nH]2)c1,1783,1722
CCN1CCN(C(c2ccc(OC)cc2)c2nnnn2Cc2ccc3c(c2)OCO3)CC1 (centres undefined),1899,1460
CCC(=O)N(CC)Cc1cc(=O)[nH]c2ccccc12,2121,1749
CCOc1ccc(NC(=O)CN2C(=O)CSC(C)C2=O)cc1 (centres undefined),1581,1417
Cc1ccccc1Cn1cnc2ccccc2c1=O,1594,1481
COCCCN1C(=O)c2ccc(C(=O)OCC(=O)N(C)c3ccccc3)cc2C1=O,1743,1538
CCN(C(=O)Cn1cc(C(C)=O)c2ccccc21)c1ccccc1,1327,1639
Cc1cccc(CCNC(=O)COc2cc(=O)n(C)c3ccccc23)c1,1977,1776
CCOC(=O)N1CCC(N(CCN(C)C)C(=S)Nc2ccc(Oc3ccccc3)cc2)CC1,1576,1510
CCOC(=O)c1nn(-c2ccc3ccccc3c2)cc1O,1912,1641
CC(C)(C)NC(=O)CON=C1c2ccccc2-c2ccccc21,1635,1316
O=C(Nc1cc2c(=O)n(-c3ccc(Oc4ccccc4)cc3)ccc2oc1=O)c1ccccc1,1632,1428
Cc1cc(NC(=O)c2ccc(N3C(=O)C4C5C=CC(C5)C4C3=O)cc2)no1 (centres undefined),2064,1685
O=C(Nc1cccc(S(=O)(=O)NC2=NCCCCC2)c1)c1cc(-c2ccccc2)nc2ccccc12,1841,1653
COc1ccc(-c2nnc(SCC(=O)NNC(=O)c3ccc(C)cc3)o2)cc1,1921,1378
CCc1ccc(NC(=S)N(CCCN2CCN(C)CC2)Cc2cccs2)cc1,1839,1646
Nc1cc(Cl)nc(N/N=C/c2ccc([N+](=O)[O-])cc2)n1,1866,1591
CCCCCCOc1ccc(N2C(=O)CC(N(CCc3ccc(S(N)(=O)=O)cc3)C(C)=O)C2=O)cc1 (centres undefined),1901,1449
COc1ccc(CCNc2ccc(N3C(=O)CC(C)C3=O)cc2[N+](=O)[O-])cc1 (centres undefined),1720,1510
COc1cc(OC)cc(C(=O)NNC(=O)c2ccccc2Br)c1,1783,1660
O=C1CC(Cc2ccccc2)C(=O)N1c1ccc(Cl)cn1 (centres undefined),1735,1504

# A section from further up:
SMILES,SRC1 TRFRET art,SRC3 TRFRET art
CCOc1ccc(NC(=O)CN2C(=O)CSC(C)C2=O)cc1 (centres undefined),1581,1417
Cc1ccccc1Cn1cnc2ccccc2c1=O,1594,1481
COCCCN1C(=O)c2ccc(C(=O)OCC(=O)N(C)c3ccccc3)cc2C1=O,1743,1538
CCN(C(=O)Cn1cc(C(C)=O)c2ccccc21)c1ccccc1,1327,1639
Cc1cccc(CCNC(=O)COc2cc(=O)n(C)c3ccccc23)c1,1977,1776
CCOC(=O)N1CCC(N(CCN(C)C)C(=S)Nc2ccc(Oc3ccccc3)cc2)CC1,1576,1510

# Carrying on.
SMILES,SRC1 TRFRET art,SRC3 TRFRET art
N#Cc1c(NC(=O)C2CC(Cl)=CCC2C(=O)O)sc2c1CCCCC2 (centres undefined),1991,1559
O=C(Nc1cccc(Cl)c1N1CCCC1)c1ccc([N+](=O)[O-])o1,1855,1589
c1nc(N2CCN(Cc3ccc4c(c3)OCO4)CC2)c2[nH]cnc2n1,1825,1609
Cc1ccc(-c2[nH]c(-c3ccc(C(=O)O)cc3)nc2-c2ccccc2)cc1,1815,1693
COc1ccc(Cl)cc1NC(=O)COC(=O)CNC(=O)c1ccc([N+](=O)[O-])c(C)c1,1810,1726
Cc1cc(Cl)ccc1OCc1nnc2n1CCCCC2,1783,1566
N#C/C(=C\c1cn(Cc2ccccc2)c2ccccc12)C(=O)NCc1ccco1,2137,1600
COc1ccc2c(c1)c(=O)c(C(=O)c1ccccc1)cn2Cc1ccc(C)cc1,1841,1833
CN(C(=O)CS(=O)(=O)c1cccc(Cl)c1)c1ccccc1,1920,1854
Cc1cc(N2CCN(C)CC2)nc2ccc(NC(=S)N3CCN(c4cccc(Cl)c4)CC3)cc12,2010,1595
Cc1ccc(-c2nnc3n2N=C(c2ccccc2)CS3)cc1,1969,1602
Cc1ccc(S(=O)(=O)n2c3ccc(F)cc3c3nc(C)sc32)cc1,1725,1614
Cc1nnc(NC(=O)CSc2ncn(-c3ccccc3)n2)s1,1786,1672
CCNc1cc(N2CCOCC2)nc(SC)n1,1663,1379
COc1ccc(N(CC(=O)Nc2ccccc2C(N)=O)S(=O)(=O)c2ccc(C)c([N+](=O)[O-])c2)cc1,1716,1611
CC1=C(C(=O)N2CCN(c3cc(C)ccc3C)CC2)C2(CCCCC2)OC1=O,1674,1841
CCOC(=O)CSc1nnc(COc2cccc(C)c2)o1,1731,1616
CCOC(=O)c1ccc2nc(C)cc(Nc3cccc(C(=O)O)c3)c2c1,1773,1774
Nc1[nH]n2c(=O)cc(-c3ccccc3)nc2c1N=Nc1ccc2c(c1)OCO2,1690,1605
O=[N+]([O-])c1cccc(CNc2ccc3c(c2)CCC3)c1,1814,1577
O=C(NCc1cccs1)C(=O)NCC(c1ccco1)N1CCN(c2ccccc2)CC1 (centres undefined),1724,1508
Cc1ccc2cc(/C=N/NC(=O)CN3CCCCC3)c(Cl)nc2c1,1808,1697
CC(C)C(=O)N1CCN(c2ccc(NC(=O)c3ccc([N+](=O)[O-])o3)cc2Cl)CC1,1770,1402
COc1ccc(C(=O)NNC(=O)c2cc3cccc(OC)c3oc2=O)cc1,1498,1365
COc1ccc(C(=O)NC(=S)Nc2ccc(N3CCOCC3)c(Cl)c2)cc1[N+](=O)[O-],1711,1512

# Later entries
SMILES,SRC1 TRFRET art,SRC3 TRFRET art
C=CCOC(=O)C1=C[C@@H](c2ccc(Br)cc2)C[C@@H](OCc2ccc(CO)cc2)O1,1601,1497
CCn1c(SCC(=O)NCc2cccs2)nnc1-c1ccco1,1978,1520
O=C(c1ccc(F)c(S(=O)(=O)N2CCOCC2)c1)N(c1ccccc1)c1ccccn1,1694,1457
CC(C)NS(=O)(=O)c1ccc(CCC(=O)N2CCC(C(N)=O)CC2)cc1,1728,1418
Cc1cccc(NC(=S)N2CCN(c3ccc(F)cc3)CC2)c1,1590,1456
CCOC(=O)c1c(NC(=O)CSc2nc3ccccc3c(=O)n2-c2ccccc2)sc(C(C)=O)c1C,1775,1803
O=C(NN1C(=O)C2C(C1=O)C1C=CC2C12CC2)c1cccnc1 (centres undefined),1825,1645
Cc1cccc(NC(=O)N2CCC(n3nnc4cc(C)ccc43)CC2)c1,1529,1513
O=C(CCNC(=O)c1ccco1)Nc1ccc(SC(F)F)cc1,1469,1404
COC(CNC(=S)Nc1ccc([N+](=O)[O-])cc1)OC,1627,1535
CCOC(=O)c1c(C)nc2cc(C)cc(C)n12,1669,1576
CC(=O)NC(=S)Nc1ccc(S(=O)(=O)N2CCOCC2)cc1,1755,1554
O=C(Nc1ccc(F)cc1F)c1ccc(-n2cccn2)nc1,1687,1508
O=C(CCl)NC(Cc1ccccc1)c1ccccc1 (centres undefined),1766,1546
O=C(C1CC1)N1CCN(S(=O)(=O)c2ccc3c(c2)OCCO3)CC1,1738,1484
CC1(C)CC1C(=O)Nc1ccc([N+](=O)[O-])cc1Br (centres undefined),2076,1605
Cc1ccnc(NC(=O)Cn2cc([N+](=O)[O-])cn2)c1,2011,1532
CC(=O)Nc1ccc(OCC(=O)NC(C)c2ccc(F)cc2)cc1 (centres undefined),1809,1481
Cc1ccc(/C=C/C(=O)N2CCN(c3cccc(C(F)(F)F)c3)CC2)cc1,1840,1648
O=C(COc1ncnc2c1cnn2-c1ccccc1)Nc1ccc(S(=O)(=O)N2CCCCC2)cc1,1767,1617
COc1ccc(-n2c(CNC(=O)c3cccs3)n[nH]c2=S)cc1,1908,1597
O=C1c2cccnc2C(Nc2ccc(Br)cc2)N1Cc1cccs1 (centres undefined),2014,1557
COc1cccc2c(=O)c3ccoc3n(C)c12,2057,1456
CN1C(=O)c2ccccc2Sc2ccc(NC(=O)N3CCOCC3)cc21,1683,1739

# One compound at a time, as listed above. Order of values: SRC1 TRFRET art | SRC3 TRFRET art
# `COC(CNC(=S)Nc1ccc([N+](=O)[O-])cc1)OC` is listed with 1627 | 1535
# `CCOC(=O)c1c(NC(=O)CSc2nc3ccccc3c(=O)n2-c2ccccc2)sc(C(C)=O)c1C` is listed with 1775 | 1803
# `O=C1c2cccnc2C(Nc2ccc(Br)cc2)N1Cc1cccs1` (centres undefined) is listed with 2014 | 1557
# `O=C(CCl)NC(Cc1ccccc1)c1ccccc1` (centres undefined) is listed with 1766 | 1546
# `Cc1cccc(NC(=S)N2CCN(c3ccc(F)cc3)CC2)c1` is listed with 1590 | 1456

# Screening data as filed in PubChem.
